# TRb-SRC2 inh: qHTS for Inhibitors of the Interaction of Thyroid Hormone Receptor and Steroid Receptor Coregulator 2; AID 1469, 2008; hit rate 0.065% among 280,000; Thyroid hormone receptor beta (Homo sapiens), P10828; Potency, µM (series often up to 106 µM), for inactives: top-dose activity change, negative = inhibition, most hits filed as inhibitors; TRbeta-SRC2 peptide binding, fluorescence polarization; receptor liganded with 1 µM T3;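 further: plate controls were bound peptide for no effect and peptide without receptor for full effect; nearly all actives have a fitted effect of over 50% in size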
#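 Assay buffer: 20 mM Tris-HCl, 100 mM NaCl, 10% glycerol, 1 mM EDTA, 0.01% NP-40, 1 mM DTT, 1 uM T3, 5% DMSO; TRb LBD 0.6 uM, Texas Red SRC2 20 nM; FP after 5 hr.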
# TexasRed fluor: Total Fluorescence Counterscreen for Inhibitors of the Interaction of Thyroid Hormone Receptor and Steroid Receptor Coregulator 2; TRb/SRC2 Texas Red total fluorescence interference; Potency, µM (top dose mostly 106 µM), for the others: at the top dose fluorescence change, negative = quenching; hit rate 0.29% among 280,000; active means well fitted curve in either direction with a large enough effect; inconclusive means small, poorly fitted or top-dose-only effect
#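 Human TRβ ligand-binding domain (0.6 uM) and Texas Red SRC2 peptide (20 nM) in Tris buffer with 1 uM T3 and 5% DMSO were incubated with pinned compound for 5 hr at ambient temperature. Total fluorescence was computed as S + 2P (555/632 nm).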
# RECQ1 helicase: qHTS Assay for Inhibitors of RecQ-Like Dna Helicase 1 (RECQ1) | ATP-dependent DNA helicase Q1 (Homo sapiens), P46063 | RECQ1 DNA unwinding, red fluorescence kinetic read | Potency, µM (top dose mostly 57.3 µM), without a hit: at the top dose activity, negative = inhibition, hits mostly inhibitors | hit rate 0.54% among 240,000 | AID 2549, 2010;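 further: plate controls were vehicle for no effect and no enzyme for full effect; nearly all actives have a fitted effect of over 30% in size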
#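 50 nM RECQ1T1 preincubated 15 min with compound in Tris pH 8.0 buffer with MgCl2, DTT, Tween-20 and 2.5 ug/ml poly(dI-dC); started with 200 nM TAMRA/BHQ-2 forked duplex and 2 mM ATP. Unwinding read as fluorescence (525/598 nm), two reads 2 h apart.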
# Tau fibril FP: qHTS for Inhibitors of Tau Fibril Formation, Fluorescence Polarization; AID 1468, 2008; Potency, µM (highest dose often 57.7 µM), for inactives: at the highest dose activity, negative = inhibition, most hits filed as inhibitors; Microtubule-associated protein tau (Homo sapiens), P10636; hit rate 0.39% among 280,000; K18 P301L tau heparin fibrillization, Alexa594 FP, 6 h; further: nearly all actives have a fitted effect of over 55% in size
# Target sequence (P10636 561-689 P618L limits assumed): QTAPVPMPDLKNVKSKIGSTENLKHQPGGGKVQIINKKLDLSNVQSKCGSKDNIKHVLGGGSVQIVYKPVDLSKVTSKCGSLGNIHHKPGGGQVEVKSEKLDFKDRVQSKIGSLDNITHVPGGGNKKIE
#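 Steps: dispense K18 P301L tau (15 uM plus 0.24 uM Alexa 594 tracer, final) in pH 7 sodium acetate; add compound; add heparin (20 uM final); incubate 6 hr, 37 C; add ThT (30 uM final); after 1 hr ambient, read FP.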
# KDM4E inh: qHTS Assay for Inhibitors of Human Jumonji Domain Containing 2E (JMJD2E). hit rate 1.6% among 230,000. AID 2147, 2009. Potency, µM (highest dose often 57.1 µM), without a hit: at the highest dose activity change, negative = inhibition, most hits filed as inhibitors. JMJD2E catalytic domain, FDH-coupled NADH fluorescence (FDH is formaldehyde dehydrogenase); active means well fitted inhibition curve with a large enough effect, not every such curve was filed as active; inconclusive means small, poorly fitted or top-dose-only effect, or another doubt; inactive means no such curve, though single readings can be large or run the other way;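 further: 0% = wells with enzyme and -100% = buffer wells without enzyme; nearly all actives have a fitted effect of over 50% in size; many of its hits are not listed in these tables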
# GoLoco inh red: qHTS Assay for Inhibitors of RGS12 GoLoco Motif Activity (Red Fluorophore). hit rate 0.44% among 230,000. Guanine nucleotide-binding protein G(i) subunit alpha-1 (Homo sapiens), P63096. Potency, µM (top dose mostly 61.6 µM), without a hit: at the top dose activity, negative = inhibition, hits mostly inhibitors. Gai1:RGS12 GoLoco peptide FP, rhodamine, 10 min; active means well fitted inhibition curve with a large enough effect, not every such curve was filed as active; inactive means no such curve, though single readings can be large or run the other way; further: nearly all actives have a fitted effect of over 30% in size; many of its hits are not listed in these tables
# Tau ThT inhib: qHTS for Inhibitors of Tau Fibril Formation, Thioflavin T Binding. recombinant tau K18 P301L, heparin-induced fibrillization, ThT fluorescence. AID 1460, 2008. Microtubule-associated protein tau (Homo sapiens), P10636. Potency, µM (doses to about 57.4 µM), inactives show at the top dose activity, negative = inhibition, most hits filed as inhibitors. hit rate 2.1% among 270,000; further: nearly all actives have a fitted effect of over 55% in size
#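 ThT emission at 510 nm, taken 1 hr after adding 30 uM dye, quantifies aggregates formed when 20 uM heparin acts on human tau K18 P301L for 6 hr at 37 C.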
# L3MBTL1 inh: qHTS Assay for the Inhibitors of L3MBTL1. Lethal(3)malignant brain tumor-like protein 1 (Homo sapiens), Q9Y468. AlphaScreen L3MBTL1–H3K9me1 peptide binding. Potency, µM (top dose mostly 57.1 µM), for the others: at the highest dose activity, negative = inhibition, hits mostly inhibitors. hit rate 0.66% among 230,000. AID 485360, 2010; further: nearly all actives have a fitted effect of over 60% in size
# Target sequence (Q9Y468 whole entry, looked up): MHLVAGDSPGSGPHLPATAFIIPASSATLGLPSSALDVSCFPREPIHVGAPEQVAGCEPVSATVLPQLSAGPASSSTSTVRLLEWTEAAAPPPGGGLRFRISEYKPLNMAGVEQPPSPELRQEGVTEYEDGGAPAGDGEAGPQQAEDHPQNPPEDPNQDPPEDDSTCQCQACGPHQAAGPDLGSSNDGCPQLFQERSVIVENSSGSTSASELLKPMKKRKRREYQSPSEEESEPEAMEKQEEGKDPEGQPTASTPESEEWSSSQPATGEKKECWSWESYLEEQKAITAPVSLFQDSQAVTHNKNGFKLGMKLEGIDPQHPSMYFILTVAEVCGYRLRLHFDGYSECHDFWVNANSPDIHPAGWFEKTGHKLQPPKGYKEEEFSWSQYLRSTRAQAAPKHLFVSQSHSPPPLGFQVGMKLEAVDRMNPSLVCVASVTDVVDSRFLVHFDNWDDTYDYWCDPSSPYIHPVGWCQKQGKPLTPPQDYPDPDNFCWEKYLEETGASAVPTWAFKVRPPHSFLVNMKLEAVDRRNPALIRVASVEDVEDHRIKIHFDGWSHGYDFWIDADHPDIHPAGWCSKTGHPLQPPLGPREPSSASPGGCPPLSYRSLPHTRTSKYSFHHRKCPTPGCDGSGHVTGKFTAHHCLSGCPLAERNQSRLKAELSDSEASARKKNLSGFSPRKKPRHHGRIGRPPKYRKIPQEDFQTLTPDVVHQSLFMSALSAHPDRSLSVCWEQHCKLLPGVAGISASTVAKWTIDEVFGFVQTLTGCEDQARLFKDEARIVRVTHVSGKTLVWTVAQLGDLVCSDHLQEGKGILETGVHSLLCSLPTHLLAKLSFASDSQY
#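 AlphaScreen proximity signal between nickel-chelate acceptor and streptavidin donor beads (final 10 ug/mL) reports binding of 50 nM L3MBTL1 to 75 nM biotin-H3 K9me1 peptide; complex incubated with compounds 30 min at room temperature; cefsulodin titration as control.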
# Active calls of the source: *; i = inactive; ? = inconclusive; nt = not tested or not shown; & = joins results of further samples; [ ] = remark or other dose. Unless noted, the call rests on the fitted dose curve; in most records, active means well fitted curve in the direction sought with a large enough effect; inconclusive means small, poorly fitted or top-dose-only effect, or another doubt; inactive means no such curve, though single readings can be large; an effect the other way counts as inactive or inconclusive. Unless noted, on the % scale 0 is the no-effect control and ±100 the full control effect; potency means the concentration at half of the fitted maximal effect.
structure	TRb-SRC2 inh	TexasRed fluor	RECQ1 helicase	Tau fibril FP	KDM4E inh	GoLoco inh red	Tau ThT inhib	L3MBTL1 inh
Cc1ccc(N/N=C(\C#N)C(N)=S)cc1C	0%	-1%	5%	3%	?	-12%	?	3%
COc1ccc(NC(=O)COC(=O)c2ncc(Cl)c(Cl)c2Cl)c(OC)c1	-3%[53 µM]	1%[53 µM]	8%	-2%	3%	1%	-3%	4%
Cc1ccc(C)c(NC(=O)N2CCN(C)c3ncccc32)c1	-1%	-1%	nt	-2%	nt	nt	-8%	nt
CNNC(=S)NCCC1=CCCCC1	5%	-3%	-5%	1%	-12%	-3%	0%	11%
CC1(C)N=c2ccc([N+](=O)[O-])c(N)c2=[N+]1[O-]	-3%	-2%	-7%	-5%	-10%	1%	-13%	-16%
CC(=O)Nc1ccc(SCC(=O)c2c(N)n(Cc3ccccc3)c(=O)n(C)c2=O)cc1	-5%	-1%	-6%	-7%	-2%	4%	-18%	6%
CCOC(=O)C1(CCOC)CCN(C2C3CC4CC(C3)CC2C4)CC1 (stereo not given)	-5%	-1%	i	-6%	-3%	0%	3%	4%
CCCOC(=O)c1ccc(S(N)(=O)=O)o1	-3%	-2%	1%	-3%	9%	1%	3%	1%
COC(C[C@@H](O)C[C@H](O)[C@@H](C)OCc1ccccc1)OC	-1%	-1%	i	-2%	7%	8%	11%	nt
CC(=O)Nc1ccc(NC(=O)CSc2nccn2C)cc1	9%	-6%	nt	-6%	nt	nt	-8%	nt
O=C1CC(c2ccccc2)Cc2nc(NC3CC3)ncc21 (stereo not given)	-2%	1%	-14%	?	-1%	7%	-9%	nt
CC(C)CNC(=O)C(=O)NCc1ccccn1	-5%	0%	1%	-3%	-1%	-13%	0%	nt
COc1cc2c(cc1OC)C(c1cccs1)N(C(=O)c1ccncc1)CC2 (stereo not given)	0%	-1%	-3%	-1%	3%	-7%	0%	20%
CCCCc1nc(Cl)c(C#N)c2c1CSC(C)(C)C2	-7%	0%	0%	-2%	-1%	-2%	-5%	23%
CCOc1ccc(C(=O)NCc2cccnc2)cc1[N+](=O)[O-]	0%	-5%	i	-4%	15%	-1%	1%	3%[11.4 µM]
Cc1cc(=O)oc2cc(OCC3CC(c4ccc(Cl)cc4)=NO3)ccc12 (stereo not given)	5%	-4%	-9%	-9%	?	-2%	?	nt
O=C(CSc1nnc(COc2cccc3cccnc23)o1)c1ccc(F)cc1	-2%	-4%	1%	9%	-13%	-6%	?	-7%
COc1ccc(Cn2c(-c3ccc(OC)cc3)nc3ccccc32)cc1	0%	-3%	-13%	-4%	?	-9%	-13%	?
CC1CCN(C(=O)Cn2cc(C#N)c3ccccc32)CC1	-8%	0%	-6%	-1%	4%	-1%	-12%	7%
CCn1cc(C2=NC(C)(C)CO2)c2ccccc21	5%	-6%	-3%	-3%	-11%	0%	-4%	nt
Cc1cccc(-n2c(-c3ccoc3C)n[nH]c2=S)c1	-1%[53 µM]	-1%[53 µM]	-7%	-4%	-10%	20%	6%	-5%
Cc1ccc(SCc2ccc(C(=O)Nc3cc([N+](=O)[O-])ccc3C)cc2)cc1	-2%	-2%	-6%	-13%	4%	2%	-13%	1%
O=C(NC(Cc1ccccc1)c1ccc2c(c1)OCCCO2)c1ccccc1 (stereo not given)	-8%	0%	i	2%	2%	2%	-9%	nt
COc1ccc(-n2c(=O)c3ccc(C(=O)NCc4ccc(C)cc4)cc3n(Cc3ccc(C)cc3)c2=O)cc1	5%	0%	nt	-10%	nt	nt	2%	nt
CCNc1nc(NCC)n2c(SCC(=O)NCC3CCCCC3)nnc2n1	17%	-2%	2%	1%	6%	7%	0%	6%
Cc1ccc(NC(=O)c2oc3ccc(S(=O)(=O)N4CCC5(CC4)OCCO5)cc3c2C)cc1C	-7%&1%	0%&-5%	0%	-19%&-10%	12%	21%	-12%&4%	7%
COC(=O)C1=C(C)OC(N)=C(C#N)C1c1cc(C)sc1C (stereo not given)	0%	0%	2%	?	7%	38%[activator]	4%	nt
Cc1ccc2[nH]c(CCN(C)C)c(CC#N)c2c1	2%	1%	6%	8%	-7%	-10%	8%	-10%
OCC[C@H]1C[C@H](O)[C@@H](O)[C@@]2(CCCCO2)O1	-7%	-1%	0%	5%	4%	0%	2%	6%
C=CCNc1nc2ccccc2nc1NS(=O)(=O)c1cccs1	-24%	-1%	i	0%	?	-4%	-12%	nt
COc1ccccc1S(=O)(=O)Cc1ccc(C(=O)NC(C)c2ccc3c(c2)OCCO3)o1 (stereo not given)	-14%	-4%	i	-7%	-5%	-2%	-8%	2%
CC(C)(C)NC(=O)NC(=O)COC(=O)c1cccc(S(=O)(=O)N2CCCCC2)c1	-9%	-1%	-4%	-4%	19%	7%	-2%	-13%
CCC(=O)Nc1ccc(-c2nc3ccccc3c(=O)o2)cc1	-2%	2%	-8%	0%	?	2%	1%	19%
O=C1CCC([N+](=O)[O-])C(c2ccc(Cl)cc2Cl)N1 (stereo not given)	0%	-1%	-10%	-5%	-7%	2%	-10%	nt
CC(=O)C1=C(c2ccc(Cl)cc2)N(C(C)=O)n2c(nnc2C2CCCCC2)S1	-1%	-3%	nt	-9%	nt	nt	?	nt
Fc1ccc(Cl)cc1/C=N/n1cnnc1SCc1ccccc1	9%	3%	2%	1%	?	13%	-4%	nt
Cn1cccc1CNC(=O)Nc1ccc(Cl)c(Cl)c1	6%	3%	-6%	-5%	4%	-12%	0%	-2%
O/N=C/c1ccc(OCc2ccccc2F)c(Cl)c1	-10%	0%	-6%	-12%	5%	13%	?	3%
CCn1c(SCC(=O)Nc2ccc3c(c2)OCO3)nnc1-c1cnccn1	-3%	-7%	-1%	2%	-3%	0%	-12%	-6%
Cc1cccc(C)c1NC(=O)NN=C1CCCCC1	-3%	0%	16%	14%	8%	3%	5%	0%
C#CC1(O)CC(C)N(C)C(C)C1 (stereo not given)	-3%	-1%	-12%	2%	7%	3%	9%	13%
CCn1ncc(Cl)c1C(=O)NC(=S)Nc1c(C)cc(C)cc1[N+](=O)[O-]	4%	-1%	-21%	-9%	3%	7%	?	0%
C[C@](O)(C(=O)Nc1ccc(S(=O)(=O)c2ccccc2)cc1)C(F)(F)F	1%	-1%	-2%	-1%	3%	6%	-7%	nt
COc1ccc(N2CCN(C(CNC(=O)C(=O)NCCc3ccccc3)c3cccnc3)CC2)cc1 (stereo not given)	0%	?	nt	14%	nt	nt	-13%	nt
COc1cccc(C2CC(c3ccc(Cl)cc3)Nc3nc(N)nn32)c1 (stereo not given)	-7%	-1%	2%	3%	-7%	-9%	8%	-15%
c1cc2c(cc1Cn1cnnn1)OCO2	-7%	-10%	13%	0%	?	-2%	8%	43%[activator]
N#Cc1nc(-c2ccccc2)oc1NCC1CCCO1 (stereo not given)	6%	0%	-4%	1%	?	6%	7%	8%
COc1ccccc1/C=C/CN1CCN(Cc2ccc(C)o2)C(CCO)C1 (stereo not given)	1%	-3%	-9%	1%	-3%	-4%	-1%	-9%
CCc1sc(NC(=O)c2cc3ccccc3oc2=O)nc1-c1cccs1	3%	-1%	-6%	-7%	5%	5%	?	3%
COc1cc(OC)c(NC2(c3ccccc3)C(=O)c3ccccc3C2=O)cc1Cl	-3%	0%	nt	13%	nt	nt	-16%	nt
COc1ccccc1CCc1nnc(CCC(=O)NCCCOc2cccnc2)o1	-5%	-5%	-4%	2%	3%	-2%	10%	7%
COC(=O)C(NC(=O)c1c(C)nn(C)c1Cl)c1ccccc1 (stereo not given)	-8%	-6%	i	6%	3%	5%	0%	0%
Cc1ccsc1/C=N/n1c(-c2ccccn2)n[nH]c1=S	7%	-3%	2%	5%	-4%	12%	-4%	32µM*
COc1ccc2sc(NC(=O)c3ccco3)nc2c1	8%	-4%	i	-3%	2%	-30%	-11%	-6%
CCOC(=O)CNC(=O)c1nn(-c2ccc(OCC)cc2)c(=O)c2ccccc12	10%	0%	-3%	2%	-2%	-10%	-13%	nt
COc1ccc(OCC2CNC(=O)O2)cc1 (stereo not given)	-5%	1%	7%	0%	-4%	2%	-6%	-16%
CN(C(=O)c1c(Cl)cnn1C)C12CC3CC(CC(C3)C1)C2	1%	-2%	-8%	2%	3%	nt	-5%	8%
O=C(COc1ccccc1Cl)NCC1(N2CCOCC2)CCCCC1	-9%	?	nt	9%	nt	nt	-1%	nt
CC1Cc2cc(/C=C3/SC(=S)NC3=O)ccc2O1 (stereo not given)	-2%	-5%	i	10%	11%	10%	nt	nt
CCCCN1C=CC(=C2C(=O)c3ccccc3C2=O)C=C1	7%	1%	?	0%	0%	46%[activator]	?	nt

# An excerpt of these results, with two lines to a compound.
# Values run as follows: TRb-SRC2 inh, TexasRed fluor, RECQ1 helicase, Tau fibril FP, KDM4E inh, GoLoco inh red, Tau ThT inhib, L3MBTL1 inh
COc1ccccc1CCc1nnc(CCC(=O)NCCCOc2cccnc2)o1
→ -5%, -5%, -4%, 2%, 3%, -2%, 10%, 7%
Cc1ccsc1/C=N/n1c(-c2ccccn2)n[nH]c1=S
→ 7%, -3%, 2%, 5%, -4%, 12%, -4%, 32µM*

# Bioassay records: PubChem BioAssay, National Center for Advancing Translational Sciences (NCATS)

# Some of the compounds tested. The share of hits here may be higher or lower than overall.
